Assay outcomes as filed in PubChem.
TPT1 inhibitor – C. albicans TPT1 enzyme inhibition. recombinant caTPT1, FP RNA substrate dephosphorylation. inhibition, % at 5 µM. hit rate 0.81% among 300,000. AID 1962;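 active means inhibition above the mean of all tested compounds plus 3 SD, set per screening campaign, cut at about 24% in these data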;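 further: plate controls were DMSO alone for no effect and ferristatin control at 100 nM for full effect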
PREPL inhibitor – inhibitors of human prolyl oligopeptidase-like enzyme PREPL | hit rate 0.68% among 320,000 | recombinant PREPL, fluorescence polarization activity-based probe | Q4J6C6 | inhibition, % at 5.96 µM; in the data active means inhibition above about 43%;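 further: 0% = enzyme with DMSO and 100% = wells lacking enzyme; many of its hits are not listed in these tables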
Target sequence (Q4J6C6 whole entry, looked up): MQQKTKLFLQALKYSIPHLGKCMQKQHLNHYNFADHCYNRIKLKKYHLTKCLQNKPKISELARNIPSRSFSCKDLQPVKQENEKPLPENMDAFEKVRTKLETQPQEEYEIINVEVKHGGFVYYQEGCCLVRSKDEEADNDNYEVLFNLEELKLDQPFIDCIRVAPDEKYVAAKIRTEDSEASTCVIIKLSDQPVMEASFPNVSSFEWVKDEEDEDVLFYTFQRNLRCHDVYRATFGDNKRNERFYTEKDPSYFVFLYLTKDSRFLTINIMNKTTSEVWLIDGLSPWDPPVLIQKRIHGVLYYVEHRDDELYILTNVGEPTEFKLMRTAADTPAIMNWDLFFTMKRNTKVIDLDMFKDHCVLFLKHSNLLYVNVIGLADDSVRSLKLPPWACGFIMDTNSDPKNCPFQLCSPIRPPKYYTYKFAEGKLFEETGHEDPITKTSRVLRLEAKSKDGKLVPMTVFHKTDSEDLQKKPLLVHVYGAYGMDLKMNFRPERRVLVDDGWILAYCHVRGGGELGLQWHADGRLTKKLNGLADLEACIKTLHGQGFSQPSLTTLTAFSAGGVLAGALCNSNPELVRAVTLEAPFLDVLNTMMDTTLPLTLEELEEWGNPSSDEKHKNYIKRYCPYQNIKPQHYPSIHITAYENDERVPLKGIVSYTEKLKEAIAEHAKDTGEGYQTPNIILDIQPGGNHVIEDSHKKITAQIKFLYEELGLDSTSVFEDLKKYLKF
EBNA-1 inh – blocks EBNA-1 binding to DNA. EBNA-1 DNA binding, fluorescence polarization. inhibition, % at 14.8 µM. hit rate 0.34% among 300,000. AID 1950; in the data active means inhibition above about 28%
PP5 primary – blocks human protein phosphatase 5 activity; AID 1987; purified PP5c, OMFP substrate fluorescence; hit rate 0.18% among 320,000; inhibition, % at 6.7 µM; P53041;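 active means inhibition above the campaign's mean inhibition across all tested compounds plus 3 SD, cut at about 9.5% in these data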;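 further: 0% = DMSO only and 100% = 100 µM cantharidin control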
HCV core dimer – blocks dimerization of HCV core protein. TR-FRET GST/Flag-core106 dimerization, 1536-well. hit rate 0.33% among 300,000. inhibition, % at 5 µM;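 active means inhibition above the mean of all tested compounds plus 3 SD, set per screening campaign, cut at about 45% in these data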
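Assay system: GST-tagged and Flag-tagged HCV core protein residues 1-106 / Times: compound-protein-antibody incubation 4 h at 22.5 °C / Signal: time-resolved FRET, ex 340 nm, em 617 and 671 nm / Evaluation: % inhibition based on acceptor/donor emission ratio / Benchmarks: wells lacking GST-core106 and wells with excess unlabelled core106 / Repeats: singlicate, one well per compound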
ZTA DNA inh – counter-screen for EBNA-1 inhibitors: inhibitors of Epstein-Barr virus ZTA | P03206 | ZTA-DNA binding, fluorescence polarization | inhibition, % at 11 µM | hit rate 0.15% among 320,000; in the data active means inhibition above about 33%
CTSL1 counter – counter-screen for PFM18AAP inhibitors: inhibitors of F. hepatica cathepsin L1; hit rate 0.49% among 300,000; inhibition, % at 5.96 µM; AID 1906; recombinant F. hepatica cathepsin L1, Z-Leu-Arg-MCA fluorescence;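 active means inhibition above the mean of all tested compounds plus 3 SD, set per screening campaign, cut at about 17% in these data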;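 further: 0% = plate median of test compound wells and 100% = 1 µM Z-Phe-Ala-diazomethylketone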
PP1 inh – PP1-alpha (human) inhibition in PP5 counter-screen; P62136; purified PP1alpha, OMFP fluorescence; inhibition, % at 6.7 µM; hit rate 0.9% among 320,000;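 active means inhibition above the mean inhibition of all tested compounds plus 3 SD, computed separately for each screening campaign, cut at about 15% in these data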
Target sequence (P62136 whole entry, looked up): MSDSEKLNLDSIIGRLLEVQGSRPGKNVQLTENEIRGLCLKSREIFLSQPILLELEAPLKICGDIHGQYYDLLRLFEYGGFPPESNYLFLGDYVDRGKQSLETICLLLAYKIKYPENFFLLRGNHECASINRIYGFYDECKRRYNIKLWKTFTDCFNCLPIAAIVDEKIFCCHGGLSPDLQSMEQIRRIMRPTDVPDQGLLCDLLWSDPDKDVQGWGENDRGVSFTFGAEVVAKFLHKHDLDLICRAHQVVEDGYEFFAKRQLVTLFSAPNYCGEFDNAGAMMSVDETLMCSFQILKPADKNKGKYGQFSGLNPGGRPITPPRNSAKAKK
Efflux pump mplx – antifungal efflux pump inhibition, Nile Red retention; hit rate 0.44% among 330,000; S. cerevisiae Candida pump triplex; inhibition, % at 10 µM;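 active means plate passing quality check with inhibition over a set limit, or well fluorescence over plate mean plus 4 SD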;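 further: Nile Red retained in pooled yeast measured as flow cytometry median fluorescence; 0% = buffer negative control and 100% = Enniatin B positive control; higher means more Nile Red kept so more efflux inhibition; some compounds called inactive have numbers as strong as hits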
An asterisk follows results filed as active; / = no result given. A portion of the library. The share of hits here may be higher or lower than overall.

SMILES | TPT1 inhibitor | PREPL inhibitor | EBNA-1 inh | PP5 primary | HCV core dimer | ZTA DNA inh | CTSL1 counter | PP1 inh | Efflux pump mplx
Cc1ccc(OCCn2cccc2/C=C2/C(=O)NC(=O)N(Cc3ccco3)C2=O)cc1 | 25* | -9 | 2 | -1.7 | 10 | 14 | 0 | 7 | 0.0
CCN(CC)c1ccc(N=Cc2c(O)[nH]c(=O)[nH]c2=O)cc1 | 14 | 17 | 1 | 0.8 | -7 | 29 | 2 | 2 | 0.0
CN1CCN(c2ccc(N)cc2)CC1 | -3 | 17 | -1 | 1.0 | -9 | -14 | 0 | -2 | 0.2
CSc1ccc(C(=O)C2CCCN(C)C2)cc1 (centres undefined) | -1 | 0 | -13 | -1.1 | 1 | -12 | -2 | -3 | 0.2
COc1ccc(NC(=O)N2CCC3(CC2)OCCO3)c(OC)c1 | -1 | 11 | -1 | 0.1 | -3 | 6 | -4 | 2 | 0.2
CC(N)Cc1c[nH]c2ccc(OCc3cccs3)cc12 (centres undefined) | -4 | 24 | 0 | 1.1 | -6 | -21 | 0 | 0 | -0.3
CN(C)C(=O)Oc1ccc([N+](=O)[O-])cc1 | -1 | -8 | 0 | 2.5 | 4 | -20 | 1 | -3 | 0.0
COc1ccc(CNCCc2ccc(Cl)cc2Cl)cc1 | 2 | -12 | 1 | 1.4 | 8 | -9 | -1 | -3 | -0.1
Cc1nonc1-c1nc(-c2nonc2N)n[nH]1 | 2 | 1 | -11 | 1.8 | -2 | 4 | -1 | -2 | 0.1
OC(CN1CC=C(c2ccccc2)CC1)c1ccccc1 (centres undefined) | -1 | 5 | 15 | 0.1 | 7 | 6 | -3 | -2 | -0.1
CNCCc1ccc(O)c(O)c1 | 0 | -7 | 0 | 1.9 | -10 | 3 | 0 | -2 | 0.0
CCN(CC)CCN=Cc1c(O)n(CCC2=CCCCC2)c(=O)[nH]c1=O | 24 | -9 | -11 | 4.1 | -2 | -5 | -2 | -1 | -0.1
NC(=O)Cn1cc(C(=O)c2ccccc2)c2ccccc21 | -3 | 7 | -6 | -1.5 | -2 | 3 | 1 | 3 | -0.1
COc1ccccc1CN1CCCC(C(=O)c2ccccc2OC)C1 (centres undefined) | 3 | 3 | -5 | 2.6 | -6 | 4 | 0 | -2 | 0.0
COc1ccc(NC(=O)CN2C3CCC2CC(O)(c2cccnc2)C3)cc1OC (centres undefined) | 2 | -2 | -4 | 1.9 | -4 | 4 | 4 | 1 | 0.1
C=CCN1CC[C@@]2(C)c3cc(O)ccc3CC1[C@@H]2C | -5 | 5 | 5 | 0.1 | -10 | -10 | 0 | 3 | -0.1
CCOC(=O)C1CCN(C(C)C(=O)c2c[nH]c3ccccc23)CC1 (centres undefined) | 4 | 17 | -20 | 0.5 | -7 | -11 | -3 | 4 | 0.2
CN1C(=O)C(C2c3ccccc3C(=O)N2Cc2ccccc2)C(=O)N(C)C1=O (centres undefined) | 4 | 2 | 0 | 1.8 | 0 | 7 | 3 | 0 | 0.1
CCN1CCN(Cc2cc(Br)ccc2O)CC1 | -3 | -16 | 3 | -1.7 | -2 | 3 | -1 | -2 | -0.3
Cn1c(O)c(C=NCCOc2ccc(Cl)cc2)c(=O)n(C)c1=O | 5 | 8 | 3 | 0.8 | -3 | -9 | 0 | 1 | 0.1
COc1cc2c(cc1OC)-c1c(OC)c(OC)cc3c1C(C2)N(C)CC3 (centres undefined) | 5 | 11 | 9 | 6.5 | -6 | 8 | 3 | 0 | 0.1
Cc1ccc(N(C)C(=O)Oc2cccc3ccc(C)nc23)cc1 | 3 | 0 | -7 | 2.4 | 1 | 8 | 0 | 0 | 0.1
Cc1ccc(OCC(=O)N2CCN(Cc3ccc4c(c3)OCO4)CC2)cc1C | 1 | -4 | -10 | 1.8 | 5 | 3 | -2 | -6 | 0.5
CC(=O)Nc1cc(C(=O)N2CCC3(CC2)OCCO3)ccc1Sc1ccc(F)cc1 | 1 | 4 | 5 | 1.4 | 1 | 28 | 2 | -1 | 0.1
CCOc1cc(/C=C2\C(=O)NC(=O)N(CCc3ccc(F)cc3)C2=O)ccc1O | 30* | 20 | -2 | 2.1 | -1 | -18 | 2 | 1 | -0.1
The listing continues:
SMILES | TPT1 inhibitor | PREPL inhibitor | EBNA-1 inh | PP5 primary | HCV core dimer | ZTA DNA inh | CTSL1 counter | PP1 inh | Efflux pump mplx
COC(=O)C1=C(c2ccc(C(C)=O)cc2)C[C@@H]2CC[C@H]1N2C(=O)NCc1ccc2c(c1)OCO2 | / | 15 | / | 4.8 | / | -10 | / | -1 | -0.2
O=C(/C=C/c1ccccc1)NC(=S)N1C[C@H]2C[C@H](C1)c1cccc(=O)n1C2 | -4 | 3 | -1 | -0.4 | -4 | -3 | -1 | -6 | -0.2
COc1ccccc1N=Nc1c(O)[nH]c(=S)[nH]c1=O | 49* | -5 | 11 | 1.5 | -9 | 9 | 12 | -3 | 0.1
Cc1ccc(C(=O)N/C(=C\Cl)P(=O)(c2ccccc2)c2ccccc2)cc1 | 1 | 2 | 7 | 3.0 | -8 | -1 | 0 | -2 | 0.1
CCCCCCC(C)(C)c1ccc([C@@H]2C[C@H](O)CC[C@H]2CCCO)c(O)c1 | 0 | 0 | 4 | 10* | -16 | 3 | 1 | 0 | 0.2
CSc1ncc(/C=C2/C(=O)NC(=O)N(C)C2=O)cn1 | 8 | 0 | 2 | 2.2 | -1 | 5 | -2 | -1 | -0.2
Cc1ccc(-c2cc(C(F)F)n3ncc(C(=O)N4CCC5(CC4)OCCO5)c3n2)cc1 | -1 | 2 | -6 | 1.6 | -1 | 8 | 0 | -6 | 0.2
CCCCCOc1ccc(C)cc1CN(CCCl)CCCl | 2 | 10 | -5 | -0.3 | 2 | -7 | 2 | -6 | 0.2
O=C(Nc1ccc(Cl)cc1)OC1CN2CCC1CC2 (centres undefined) | -3 | 1 | 7 | -2.2 | -2 | 5 | 0 | -4 | -0.1
COc1ccc2nc(NC(=O)CCc3nc(C4=CCN(C)CC4)no3)sc2c1 | -4 | 13 | -1 | 3.0 | 1 | -6 | 0 | 2 | 0.0
Cc1ccc(-c2cc(-c3ccc(C)cc3)[n+](-c3ccc(C(=O)[O-])cc3)c(-c3ccc(C)cc3)c2)cc1 | 4 | 31 | -7 | 2.4 | 11 | -8 | 0 | 12 | 0.0
O=C(Cc1ccccc1)OCCN1CCCCC1 | -3 | 4 | 16 | -3.4 | 4 | 5 | -2 | -2 | 0.0
CC1=Nc2ccccc2/C1=C/c1c(O)[nH]c(=O)[nH]c1=O | 3 | -10 | -2 | 3.6 | -5 | 2 | 0 | 1 | 0.2
CCN1C[C@]2(COC)CC[C@H](O)[C@@]34C5C[C@H]6[C@H](O)C5[C@](O)(C[C@H]6OC)[C@@H]([C@H](OC)C23)[C@@H]14 (some centres undefined) | -3 | 3 | 2 | -1.7 | 2 | 7 | -2 | -6 | 0.0
COC(=O)C1=C(c2ccc(F)cc2F)C[C@@H]2CC[C@H]1N2C(=O)NCC1CC1 | / | -3 | / | 0.5 | / | -5 | / | -2 | -0.4
CCOP(=S)(OCC)SCC(=O)NC(C)(CC)C(=O)O (centres undefined) | 0 | 2 | -11 | -0.2 | -3 | -9 | 1 | 2 | -0.1
O=C(c1ccccc1)c1cn(CC(=O)N2CCCC2)c2ccccc12 | -5 | 14 | 0 | -0.1 | -1 | 1 | 2 | -3 | 0.1
Cc1ccccc1N1C(=O)NC(=O)/C(=C\c2cnn(-c3ccccc3)c2)C1=O | 3 | 15 | -10 | -1.3 | 30 | 2 | 2 | 0 | 0.1
Cc1c(C)c2ccc(OCC(=O)N3C[C@H]4C[C@@H](C3)c3cccc(=O)n3C4)cc2oc1=O | 1 | 0 | -6 | 2.0 | -5 | -11 | -1 | 11 | -0.1
O=C1CNC(c2ccccc2Cl)c2cc(Br)ccc2N1 (centres undefined) | -2 | -7 | -6 | 2.4 | 7 | -5 | -2 | 1 | 0.0
CCOc1ccc(NC(=O)CCNC(=O)N2C[C@H]3C[C@@H](C2)c2cccc(=O)n2C3)cc1 | -1 | 3 | -10 | 3.1 | -1 | 1 | -1 | 4 | 0.0
O=C(CCC(=O)N1CCC2(CC1)OCCO2)Nc1nnc(C(F)(F)F)s1 | -2 | 5 | 8 | 1.1 | -1 | 5 | -1 | -3 | 0.0
CN(C)C1(CNC(=O)c2ccc(Cl)c(S(=O)(=O)NCc3ccco3)c2)CCCCC1 | -2 | 1 | -6 | 2.9 | -5 | -1 | -1 | -3 | 0.1
O=C(Cn1c(NCCCl)nc2ccccc21)c1ccc(Br)cc1 | 4 | -10 | -2 | -1.0 | 0 | 2 | 5 | 4 | 0.1
CC(C)n1c(=O)c(C=Nc2ccc(Cl)cc2)c(O)n(Cc2ccco2)c1=O | 22 | 3 | -1 | 5.1 | 24 | -11 | 1 | 8 | 0.1

Record cards, from the list above:
O=C(c1ccccc1)c1cn(CC(=O)N2CCCC2)c2ccccc12 is listed with TPT1 inhibitor: -5; PREPL inhibitor: 14; EBNA-1 inh: 0; PP5 primary: -0.1; HCV core dimer: -1; ZTA DNA inh: 1; CTSL1 counter: 2; PP1 inh: -3; Efflux pump mplx: 0.1
CCOc1ccc(NC(=O)CCNC(=O)N2C[C@H]3C[C@@H](C2)c2cccc(=O)n2C3)cc1 is listed with TPT1 inhibitor: -1; PREPL inhibitor: 3; EBNA-1 inh: -10; PP5 primary: 3.1; HCV core dimer: -1; ZTA DNA inh: 1; CTSL1 counter: -1; PP1 inh: 4; Efflux pump mplx: 0.0

Next compounds.
SMILES | TPT1 inhibitor | PREPL inhibitor | EBNA-1 inh | PP5 primary | HCV core dimer | ZTA DNA inh | CTSL1 counter | PP1 inh | Efflux pump mplx
COc1ccc(N2C(=O)CC(=O)NC2=O)cc1 | 3 | 16 | 7 | 0.5 | -10 | -17 | 4 | -1 | -0.1
CN1C(=O)N(C)C(=O)C(CCc2ccncc2)(Cc2ccc3c(c2)OCO3)C1=O | 2 | 18 | 2 | 0.6 | 2 | -7 | 3 | 0 | 0.0
O=C(Nc1cccc(Cl)c1)c1c(O)c2c(n(Cc3ccco3)c1=O)CCCC2 | 0 | 13 | 5 | 2.6 | -2 | -7 | -2 | -3 | 0.1
Cc1cc(C)cc(NC(=O)CCNC(=O)N2C[C@H]3C[C@@H](C2)c2cccc(=O)n2C3)c1 | -2 | -2 | -14 | 3.1 | -4 | -3 | -2 | -6 | 0.1
Clc1ccc2c(c1)C(c1ccccc1Cl)=NCc1nncn1-2 | -1 | -13 | 0 | -2.5 | 3 | -11 | 2 | -3 | 0.0
COc1ccc2c(C)c(CC(=O)N3C[C@H]4C[C@@H](C3)c3cccc(=O)n3C4)c(=O)oc2c1C | 2 | 1 | 3 | 1.7 | 6 | -4 | 2 | -3 | -0.1
CC(NC1CCCCC1)C(O)C12CC3CC(CC(C3)C1)C2 (centres undefined) | 1 | -13 | -16 | 3.9 | 7 | 20 | -6 | -5 | 0.0
C=CCn1c(O)c(C(C)=Nc2ccc(N(CC)CC)cc2)c(=O)[nH]c1=O | 2 | 7 | -1 | 4.9 | 4 | 3 | 4 | -1 | 0.1
CCN(CC)CCCN=Cc1c(O)n(-c2ccccc2F)c(=O)[nH]c1=O | 1 | -3 | 8 | 0.9 | -1 | -5 | 3 | -2 | 0.0
O=c1[nH]c(O)c(C=NC2CCCCC2)c(=O)[nH]1 | -3 | 1 | 10 | -0.8 | 1 | -10 | -6 | -2 | 0.0
Cc1ccc(N2C(=O)NC(=O)/C(=C\c3cccn3C(C)(C)C)C2=O)cc1 | 15 | 3 | -1 | 2.1 | 5 | -17 | 0 | -1 | -0.2
CCCn1c(C(=O)c2ccc(OC)cc2)nc2ccccc21 | -3 | 2 | 2 | 3.1 | 0 | -12 | 5 | 3 | -0.1
